# BioA inh: M. tuberculosis BioA enzyme inhibitors, primary screen, biochemical, plate reader, single point, HTS | 7,8-diaminopelargonic acid synthase BioA (Mycobacterium tuberculosis) | purified M. tuberculosis BioA enzyme | inhibition, % at 9.99 µM | 0.096% of 360,000 active | AID 602481, 2012; in the data active = inhibition above about 40%; inconclusive = no clear call, values can overlap the other calls
# BoNT-A LC inh2: BoNT/A light chain protease inhibitors, primary screen, biochemical, flow cytometry, MLPCN library; 0.17% of 360,000 active; Botulinum neurotoxin type A light chain protease (Clostridium botulinum A str. ATCC 3502); inhibition, % at 10 µM; multiplex microsphere protease substrate cleavage; in the data active = inhibition above about 30%; inconclusive = no clear call, values can overlap the other calls; note: plate controls were buffer without enzyme for full effect and enzyme alone for no effect
# Mtb UGM inh: M. tuberculosis UGM enzyme inhibitors, primary screen, biochemical, fluorescence polarization, single point; 0.06% of 320,000 active; purified UGM, fluorescence polarization probe displacement; UDP-galactopyranose mutase (Mycobacterium tuberculosis (strain ATCC 25618 / H37Rv)), …; inhibition, % at 10 µM; in the data active = inhibition above about 10%, passing the limit was not always enough; inconclusive = no clear call, values can overlap the other calls
# Target sequence (P9WIQ1 whole entry, looked up): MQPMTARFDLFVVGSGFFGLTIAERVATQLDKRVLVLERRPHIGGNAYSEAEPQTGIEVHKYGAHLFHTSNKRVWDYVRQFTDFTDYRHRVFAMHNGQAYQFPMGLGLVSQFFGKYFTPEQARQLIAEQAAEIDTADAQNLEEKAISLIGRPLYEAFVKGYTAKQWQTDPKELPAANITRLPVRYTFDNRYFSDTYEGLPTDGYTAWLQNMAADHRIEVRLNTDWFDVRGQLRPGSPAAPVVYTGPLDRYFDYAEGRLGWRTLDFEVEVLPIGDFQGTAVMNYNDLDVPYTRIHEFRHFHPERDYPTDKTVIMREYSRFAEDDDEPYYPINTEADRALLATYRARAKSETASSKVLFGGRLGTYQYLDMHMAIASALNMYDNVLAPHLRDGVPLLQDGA
# CCHF vOTU inh: CCHFV vOTU protease inhibitors, primary screen, biochemical, Pep-AMC substrate, fluorescence; inhibition, % at 11.5 µM; AID 651958, 2012; 0.55% of 370,000 active; Crimean-Congo hemorrhagic fever virus L polyprotein viral ovarian tumor (vOTU) protease …; note: 0% = vehicle wells with enzyme and 100% = no enzyme wells
# FBA Mtb inh: Mtb FBA enzyme inhibitors, primary screen, biochemical, fluorescence, strain H37Rv | Fructose-bisphosphate aldolase (Mycobacterium tuberculosis (strain ATCC 25618 / H37Rv)), … | purified M. tuberculosis FBA, fluorescence read-out | inhibition, % at 1 µM | 2.3% of 360,000 active; in the data active = inhibition above about 27%;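 note: 0% = vehicle and 100% = reference inhibitor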
# Target sequence (P9WQA3 whole entry, looked up): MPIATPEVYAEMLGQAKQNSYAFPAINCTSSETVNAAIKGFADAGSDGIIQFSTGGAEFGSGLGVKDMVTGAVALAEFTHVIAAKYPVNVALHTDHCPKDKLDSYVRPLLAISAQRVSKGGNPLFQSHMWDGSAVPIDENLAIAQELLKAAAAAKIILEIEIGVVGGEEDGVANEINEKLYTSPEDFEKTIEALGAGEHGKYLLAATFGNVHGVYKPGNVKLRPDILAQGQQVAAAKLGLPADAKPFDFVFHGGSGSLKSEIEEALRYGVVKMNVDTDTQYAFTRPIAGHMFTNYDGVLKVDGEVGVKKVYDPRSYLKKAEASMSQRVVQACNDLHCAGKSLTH
# BoNT-F LC inh: BoNT/F light chain protease inhibitors, primary screen, biochemical, flow cytometry, MLPCN library; inhibition, % at 10 µM; Botulinum neurotoxin type F light chain protease (Clostridium botulinum); Multiplex microsphere protease cleavage assay; 0.22% of 360,000 active; in the data active = inhibition above about 35%, passing the limit was not always enough; inconclusive = no clear call, values can overlap the other calls; note: plate controls were buffer without enzyme for full effect and enzyme alone for no effect
# PrPC TRFRET: inhibitors of human cell surface prion protein PrPC, primary screen, cell-based, TR-FRET. inhibition, % at 13.8 µM. AID 720596, 2013. 0.43% of 370,000 active. TR-FRET read-out. Major prion protein (Homo sapiens), P04156; in the data active = inhibition above about 24%; note: 0% = median of the test wells and 100% = reference compound wells
# GDH-TPI inh: GDH-TPI coupling enzyme inhibitors, primary screen, artefact control for M. tuberculosis FBA inhibitor project, biochemical, absorbance, full deck. GDH-TPI coupled enzyme counterscreen, NADH absorbance. inhibition, % at 4.8 µM. 1.2% of 360,000 active. AID 588335, 2011;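 note: 0% = DMSO wells and 100% = wells lacking the enzyme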
# FadD28 FP inh: inhibitors of FadD28 bisubstrate probe binding, primary screen, biochemical, fluorescence polarization, single point; 0.22% of 360,000 active; AID 588549, 2011; Mycobacterium tuberculosis FadD28 fatty-acid-AMP ligase; inhibition, % at 12.5 µM; in the data active = inhibition above about 8.5%, passing the limit was not always enough; inconclusive = no clear call, values can overlap the other calls
# Numbers without * were called inactive; ? = inconclusive; / = no result given; & = joins results of further samples. Cut-off read from the data, not from the text of the source, unless noted: active = inhibition above about 30%; inactive = the rest.
SMILES,BioA inh,BoNT-A LC inh2,Mtb UGM inh,CCHF vOTU inh,FBA Mtb inh,BoNT-F LC inh,PrPC TRFRET,GDH-TPI inh,FadD28 FP inh
Cc1ccc(NC(=O)/C=C/c2ccc(S(=O)(=O)N3CCOCC3)cc2)cc1S(=O)(=O)N(C)C,-1.9,-1.4,/,-7,-4,-11,-10,8,-9.4
CC(C(=O)c1ccccc1)[n+]1cccc(Br)c1 (stereo not drawn),1.8,-0.1,1.0,-1,2,1,4,-8,-0.9
CN1C(=O)CC(N2CCC(c3nc4ccccc4s3)CC2)C1=O (stereo not drawn),-0.5,0.9,0.3,12,1,-8,-7,3,-2.8
COc1ccc(CCNC(=O)CSc2nc(O)c(CCC(C)C)c(=O)[nH]2)cc1OC,-2.0,-0.1,1.4,-7,-1,-6,-2,6,-0.3
CCN(C[C@H]1N[C@@](Cc2ccccc2)(C(=O)OC)[C@H]2C(=O)N(Cc3ccccc3)C(=O)[C@@H]12)C(=O)Nc1ccc(Cl)cc1,-0.5,-0.3,0.9,4,0,2,13,1,-2.9
Cc1ccccc1N(CC(=O)N1CCN(Cc2ccccc2)CC1)S(C)(=O)=O,-0.3,-0.2,/,11,-4,1,-3,2,-2.7
N/C(=N\OC(=O)c1ccc2c(c1)OCO2)c1cccnc1,/,0.4,-1.8,-16,-4,2,5,-2,-2.1
CCCCCOc1ccc(CN2CCOCC2)cc1Cl,1.0,-0.5,-1.8,-17,4,-7,6,8,-1.7
C=CCc1ccc(OCCOCCNCCOC)c(OC)c1,-0.2,-0.1,-1.3,0,3,-2,-7,-7,-2.7
O=[N+]([O-])c1ccc(N2CCN(c3ccc(Cl)nn3)CC2)cc1NC1CC1,/,-0.9,0.2,5,1,-1,0,-2,-1.4
COC(=O)NCC(c1ccc2c(c1)OCO2)N1CCN(c2ccccc2)CC1 (stereo not drawn),1.4,2.5,-1.2,8,-1,3,7,-5,-2.1
O=C(CSc1nc(=O)n(CCCN2CCOCC2)c2c1CCCC2)Nc1ccc(F)cc1,3.6,-0.2,-0.5,2,-2,-5,-4,-1,-2.8
O=C(C1CC(=O)N(c2ccccc2)C1)N1CCCCCC1 (stereo not drawn),-0.5,0.1,-0.2,-6,-1,10,3,-10,-3.8
CCOc1ccccc1CNc1nc2ccccc2n1C,-4.0,?,1.4,12,6,?,5,11,0.6
O=C(CN1CCOCC1)N1CCCc2ccccc21,/,-1.1,2.4,-5,1,-8,-3,0,-2.3
Cc1nc(N)sc1-c1nnc(SCC(=O)Nc2nccs2)n1C,-1.1,1.0,2.0,3,-5,4,0,11,-2.0
O=C(O)CC(Cc1ccccc1)C(=O)Nc1ccc([N+](=O)[O-])cc1 (stereo not drawn),/,0.2,-5.5,1,-1,4,-11,19,-2.4
O=C(Nc1ccccc1C(=O)N1CCCC1)c1ncoc1-c1cccc(Cl)c1,1.0,-2.4,-0.1,2,1,1,-3,-4,-6.3
O=C(O)CCC(=O)Nc1ccc(OCC2CCCO2)cc1 (stereo not drawn),-2.2,2.7,2.7,-7,6,?,0,-10,-0.2
Cc1ccc(CCC(=O)Nc2ccc(C)c(C)c2)o1,/,-1.4,-3.5,-11,-1,0,0,4,0.5

# In the list so far, these contain a COOH group:
SMILES,BioA inh,BoNT-A LC inh2,Mtb UGM inh,CCHF vOTU inh,FBA Mtb inh,BoNT-F LC inh,PrPC TRFRET,GDH-TPI inh,FadD28 FP inh
O=C(O)CC(Cc1ccccc1)C(=O)Nc1ccc([N+](=O)[O-])cc1 (stereo not drawn),/,0.2,-5.5,1,-1,4,-11,19,-2.4
O=C(O)CCC(=O)Nc1ccc(OCC2CCCO2)cc1 (stereo not drawn),-2.2,2.7,2.7,-7,6,?,0,-10,-0.2

# The main list resumes; the 2 compounds before the break are reprinted first.
SMILES,BioA inh,BoNT-A LC inh2,Mtb UGM inh,CCHF vOTU inh,FBA Mtb inh,BoNT-F LC inh,PrPC TRFRET,GDH-TPI inh,FadD28 FP inh
O=C(O)CCC(=O)Nc1ccc(OCC2CCCO2)cc1 (stereo not drawn),-2.2,2.7,2.7,-7,6,?,0,-10,-0.2
Cc1ccc(CCC(=O)Nc2ccc(C)c(C)c2)o1,/,-1.4,-3.5,-11,-1,0,0,4,0.5
CCCOc1ccc(C2C(C(=O)c3ccc(C)o3)=C(O)C(=O)N2Cc2ccco2)cc1OCC (stereo not drawn),0.9,-6.5,-1.1,13,1,-14,4,11,2.8
COc1ccc(NC(=O)N(C)C[C@@H]2OCc3cn(nn3)CCCC(=O)N([C@H](C)CO)C[C@H]2C)cc1,-2.3&0.3,-0.1,/,-3,-3,-4,0,1,0.4
CC(C)CCNS(=O)(=O)c1cc2c3c(c1)CCN3C(=O)CC2,0.8,2.5,0.3,7,-1,-2,-3,4,-1.6
O=C1CCCC2=C1C(c1ccc(O)cc1)c1c(ccc3ccccc13)N2 (stereo not drawn),-0.7,-0.2,-0.9,-79,160*,-1,11,4,-4.0
CCn1c2ccc(F)cc2c2nc3ccccc3nc21,/,20,-0.4,0,-2,4,-1,8,-1.1
C=CCn1c2ccccc2c2nnc(SCC(=O)OCN3C(=O)c4ccccc4C3=O)nc21,-1.6,0.1,2.7,3,-3,-2,-3,8,-1.7
O=C(Nc1ccc(Br)cc1)c1csc(-c2ccncc2)n1,/,0.1,1.3,4,-1,-4,17,-4,-0.5
CCOc1ccc(N(C(C)C(=O)N/N=C(\C)C(C)(C)C)S(C)(=O)=O)cc1 (stereo not drawn),/,-0.6,-3.3,-11,0,8,-4,4,-0.9

# A different layout for part of the listing above:
# Below each compound – BioA inh, BoNT-A LC inh2, Mtb UGM inh, CCHF vOTU inh, FBA Mtb inh, BoNT-F LC inh, PrPC TRFRET, GDH-TPI inh, FadD28 FP inh
O=C(Nc1ccc(Br)cc1)c1csc(-c2ccncc2)n1
→ /, 0.1, 1.3, 4, -1, -4, 17, -4, -0.5
CCOc1ccc(N(C(C)C(=O)N/N=C(\C)C(C)(C)C)S(C)(=O)=O)cc1 (stereo not drawn)
→ /, -0.6, -3.3, -11, 0, 8, -4, 4, -0.9

# Rewritten as tab-separated lines: part of the list above
SMILES	BioA inh	BoNT-A LC inh2	Mtb UGM inh	CCHF vOTU inh	FBA Mtb inh	BoNT-F LC inh	PrPC TRFRET	GDH-TPI inh	FadD28 FP inh
C=CCn1c2ccccc2c2nnc(SCC(=O)OCN3C(=O)c4ccccc4C3=O)nc21	-1.6	0.1	2.7	3	-3	-2	-3	8	-1.7
CCOc1ccc(N(C(C)C(=O)N/N=C(\C)C(C)(C)C)S(C)(=O)=O)cc1 (stereo not drawn)	/	-0.6	-3.3	-11	0	8	-4	4	-0.9

# Screens (PubChem BioAssay)
